CIT2 TOR yeast: modulators of TOR pathway CIT2-GFP in S. cerevisiae; GFP response vs DMSO, % at 10 µM; S. cerevisiae CIT2-GFP strain, flow cytometry, 3 h; 100 means same as DMSO wells; hit rate 0.065% among 320,000; AID 2029;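 active means GFP response relative to DMSO above a set limit, near the screen mean plus 3 SD, cut at about 150% in these data; inconclusive means Fewer than 70 cells measured for a yeast strain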;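 further: ratio of well median GFP fluorescence to mean of DMSO wells on the plate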
VLA-4 inh: inhibition in a human VLA-4 binding assay | inhibition, % (about 7 µM as worked out from the volumes in the protocol) | VLA-4 expressing cells, ligand binding flow cytometry | hit rate 0.2% among 330,000; in the data active means inhibition above about 50%
MEX-5 binding: C. elegans MEX-5 TCR-2 RNA binding activity | Q9XUB2 | MEX-5/FITC-TCR2 RNA binding, fluorescence polarization; hits give low values | activity score (negative = inhibition of binding), % at 10 µM | hit rate 0.38% among 300,000 | AID 1832;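 active means inhibition past about -25% in most replicates, and total fluorescence under double the plate's negative control median, limit read from the data; inconclusive means replicates evenly split on the limit, or fluorescence at least double controls; inactive means too little inhibition in most replicates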;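 further: 0% = DMSO and -100% = 5 µM competing unlabeled TCR2 RNA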
Target sequence (Q9XUB2 whole entry, looked up): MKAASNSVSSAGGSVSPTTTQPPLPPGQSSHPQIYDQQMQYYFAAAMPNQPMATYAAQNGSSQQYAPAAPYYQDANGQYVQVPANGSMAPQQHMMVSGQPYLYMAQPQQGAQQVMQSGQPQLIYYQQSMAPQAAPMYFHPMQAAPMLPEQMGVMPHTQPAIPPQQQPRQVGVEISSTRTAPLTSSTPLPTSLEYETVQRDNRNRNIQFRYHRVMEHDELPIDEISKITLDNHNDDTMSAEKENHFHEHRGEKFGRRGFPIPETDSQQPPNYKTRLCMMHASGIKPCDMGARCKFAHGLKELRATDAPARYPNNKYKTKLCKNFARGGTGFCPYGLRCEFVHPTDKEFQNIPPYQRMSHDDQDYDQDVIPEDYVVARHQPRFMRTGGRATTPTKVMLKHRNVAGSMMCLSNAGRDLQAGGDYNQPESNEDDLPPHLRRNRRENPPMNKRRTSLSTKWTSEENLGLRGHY
GRK2 inh: inhibitors of human GRK2 displacing RNA aptamer. bead flow cytometry, FAM-aptamer displacement from GRK2. inhibition of aptamer binding, % at 10 µM. hit rate 0.59% among 330,000;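 active means inhibition of aptamer binding above 40%, roughly 3 SD of noise, on plates passing a quality check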;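 further: median bead fluorescence of bound FAM aptamer so fluorescent compounds give negative values; no value below 0 was filed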
GLD-1 TGE inh: GLD-1-TGE RNA interaction inhibition (C. elegans); hit rate 0.44% among 320,000; Q17339; purified GLD-1 + fluorescein TGE RNA, fluorescence polarization; inhibition, % at 5.96 µM; AID 2280;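 active means percent inhibition above a per-plate cutoff, the plate mean of test compounds plus 3 SD, cut at about 30% in these data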;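 further: 0% = DMSO wells with GLD-1 and probe and 100% = wells lacking GLD-1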
MCL1 BIM primary: disrupts human MCL1 binding to BIM-BH3 peptide; Q07820; GST-MCL1 / FITC-Bim-BH3 fluorescence polarization; inhibition, % at 10.9 µM; hit rate 0.68% among 320,000;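 active means inhibition above the mean inhibition of all tested compounds plus 3 SD, set per campaign, cut at about 40% in these data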;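 further: 0% = DMSO wells and 100% = unlabeled Bim-BH3 peptide control; higher means more loss of mP so more displacement of Bim peptide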
Target sequence (Q07820 whole entry, looked up): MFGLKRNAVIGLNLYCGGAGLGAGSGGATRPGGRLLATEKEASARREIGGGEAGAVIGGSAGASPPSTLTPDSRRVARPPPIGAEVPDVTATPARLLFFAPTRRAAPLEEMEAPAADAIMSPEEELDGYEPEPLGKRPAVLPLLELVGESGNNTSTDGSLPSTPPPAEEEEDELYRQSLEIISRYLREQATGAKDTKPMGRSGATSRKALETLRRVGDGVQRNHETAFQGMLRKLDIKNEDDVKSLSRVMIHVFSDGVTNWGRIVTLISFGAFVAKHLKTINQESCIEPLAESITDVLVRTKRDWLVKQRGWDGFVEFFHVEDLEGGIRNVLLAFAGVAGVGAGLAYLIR
Bcl-xL primary: Bcl-xL (human) inhibition; inhibition, % at 10.9 µM; Q07817; hit rate 0.7% among 320,000; GST-Bcl-xL / FITC-Bim BH3 peptide fluorescence polarization; AID 2129;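 active means inhibition above the mean of all tested compounds plus 3 SD, cutoff set per campaign, cut at about 30% in these data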;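 further: 0% = DMSO wells and 100% = unlabeled Bim-BH3 peptide competitor; inhibitors lower millipolarization by displacing the labeled peptide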
Target sequence (Q07817 whole entry, looked up): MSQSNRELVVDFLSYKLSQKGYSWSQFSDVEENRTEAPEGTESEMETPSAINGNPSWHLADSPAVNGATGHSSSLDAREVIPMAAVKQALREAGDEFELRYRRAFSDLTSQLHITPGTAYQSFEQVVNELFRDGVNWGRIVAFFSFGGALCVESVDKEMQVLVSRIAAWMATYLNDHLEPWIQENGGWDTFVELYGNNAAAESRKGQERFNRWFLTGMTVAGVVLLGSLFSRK
Fam108B counter: Fam108B inhibition, counter-screen for RBBP9 inhibitors; recombinant Fam108B, FP-Rh probe fluorescence polarization; inhibition, % at 9.51 µM; hit rate 0.33% among 300,000; AID 1947;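 active means inhibition above the screen mean inhibition plus 3 SD, computed separately per campaign, cut at about 18% in these data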;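 further: inhibitors lower polarization as less probe binds the enzyme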
AGP1 TOR yeast: yeast TOR pathway AGP1-GFP modulation; S. cerevisiae AGP1-GFP multiplex flow cytometry, 3 h; GFP as percent of DMSO wells; GFP response vs DMSO, % at 10 µM; hit rate 0.02% among 320,000; AID 2066;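 active means GFP response relative to DMSO above a set limit, near screen average plus 3 SD, cut at about 150% in these data; inconclusive means fewer than 70 cells counted for the yeast strain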;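 further: median GFP channel fluorescence of the gated AGP1 strain per well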
Active calls of the source: *; ? = inconclusive; / = not tested or not shown; [ ] = dose if it differs, or a comment.

Every second line gives: CIT2 TOR yeast | VLA-4 inh | MEX-5 binding | GRK2 inh | GLD-1 TGE inh | MCL1 BIM primary | Bcl-xL primary | Fam108B counter | AGP1 TOR yeast
1. CCS(=O)(=O)N1CCC(C(=O)NC2CCCCC2)CC1
  104 | 13 | 2.0 | 1 | -3 | 1 | 1 | 2 | 104
2. CC(=O)c1cc(C)ccc1OC(=O)CN1C(=O)c2ccccc2C1=O
  96 | 3 | 0.7 | 0 | / | / | / | / | 100
3. CC(C)c1ccccc1OCC(=O)NC1CCCc2ccccc21 (stereo unspecified)
  108 | 1 | -5.6 | 0 | -5 | -4 | -1 | 0 | 99
4. Cc1cc(=O)[nH]c(SCc2csc(-c3ccccc3)n2)n1
  ? | 5 | 2.5 | 2 | -6 | -1 | 0 | 5 | 24[may fluoresce violet]
5. Cc1c2cnn(CC(=O)Nc3c(F)c(F)cc(F)c3F)c(=O)c2c(C)n1Cc1ccc(F)cc1
  103 | 19 | 0.9 | 0 | -2 | 7 | 6 | -15 | 102
6. CCOC(=O)N1CCC(NC(=O)CC2C(=O)NCCN2Cc2ccccc2F)CC1 (stereo unspecified)
  100 | -1 | 0.9 | 6 | 9 | 8 | 8 | 1 | 111
7. CN(C(=O)COC(=O)c1cncc(Br)c1)C1CCCCC1
  106 | 8 | / | 1 | 2 | / | / | / | 95
8. C=CCc1cccc(CNc2nc3ccccc3n2CC)c1O
  107 | -6 | 0.1 | 0 | 2 | -3 | 0 | 0 | 101
9. Cc1ccnc(N/C=C(/NC(=O)c2ccccc2)C(=O)NN)n1
  87 | 1 | 1.5 | 1 | 3 | 11 | 4 | -5 | 89
10. Cc1ccccc1CN1CCN(Cc2cc(=O)c3ccccc3[nH]2)CC1CCO (stereo unspecified)
  103 | 2 | 2.8 | 24 | 6 | 13 | 7 | 5 | 101
11. O=C(O)c1ccc(N2CCN(Cc3ccc4c(c3)OCO4)CC2)c([N+](=O)[O-])c1
  103 | 21 | -2.3 | 4 | 15 | 5 | 6 | 4 | 105
12. COc1ccccc1-n1c(SCC(=O)NCC2CCCO2)nc2c([nH]c3ccccc32)c1=O (stereo unspecified)
  101 | 16 | -1.3 | 0 | -1 | -8 | 1 | 1 | 103
13. C=CCn1cnc2c(c1=O)c1nc3ccccc3nc1n2/N=C/c1cc(OC)c(OC)c(OC)c1
  103 | 15 | -0.6 | 1 | -2 | -4 | 0 | 1 | 105
14. Cc1ccccc1N(C(=O)CNC(=O)c1ccco1)C(C(=O)NC1CCCCC1)c1cccnc1 (stereo unspecified)
  103 | 5 | 3.5 | 0 | 5 | 5 | 5 | 1 | 108
15. C/C(=C\C(=O)c1ccc(Br)cc1)NNC(=O)c1ccccc1
  95 | 14 | -0.3 | 0 | -1 | -1 | 0 | -1 | 102
16. Cc1cc(Br)ccc1NC(=O)CSc1nnc(CN2CCOCC2)n1C
  103 | 3 | 1.8 | 2 | 9 | -1 | 2 | 2 | 94
17. CCc1nnc(NC(=O)CSc2nc(-c3ccccc3)nc3ccccc23)s1
  93 | 29 | -1.8 | 2 | -1 | 3 | 2 | 1 | 91
18. Cc1cccc(NC(=S)NC(C)(C)CC(C)(C)C)c1
  97 | 14 | 3.2 | 1 | -2 | 5 | -1 | -4 | 98
19. COc1cccc(NC(=O)N2CCCC2C(=O)Nc2ccc3c(c2)OCO3)c1 (stereo unspecified)
  94 | 17 | -0.8 | 3 | 2 | -1 | 5 | -1 | 98
20. Nc1c([N+](=O)[O-])c(=O)oc2ccccc12
  97 | 8 | -0.5 | 0 | -5 | -5 | 0 | 8 | 92
21. Cc1cccc(N2CCN(C(=O)Cn3ccc4ccccc4c3=O)CC2)c1C
  97 | 11 | -1.3 | 11 | 12 | 3 | 4 | -2 | 101
22. NC(=O)NC(=O)CSc1nc(C2CCCCC2)n(-c2ccccc2)n1
  86 | 5 | 0.3 | 3 | 1 | 4 | -3 | -1 | 106
23. CC1(C)C(C=C(Cl)Cl)C1C(=O)N(Cc1cccc(Cl)c1)C1CCS(=O)(=O)C1 (stereo unspecified)
  97 | -7 | 3.5 | 0 | 1 | 8 | -3 | 5 | 96
24. CCCCC(CCC(=O)O)(C(=O)OCC)c1csc(Nc2ccc(OCC)cc2)n1 (stereo unspecified)
  94 | 8 | 2.2 | 1 | 2 | 11 | 6 | -2 | 98
25. CC(C)(C)n1ncc2c(=O)n(Cc3ccc(Cl)c(Cl)c3)cnc21
  92 | 5 | 3.5 | 0 | 3 | -3 | 3 | -2 | 103
26. CCOC(=O)/C(=N/Nc1ccccc1)N1CCCc2ccccc21
  98 | -12 | 1.7 | 0 | -6 | -16 | -6 | 0 | 88
27. Cc1cc(NC(=O)c2cc(-c3cccnc3)nc3c(C)c(C)ccc23)no1
  100 | -9 | -1.9 | 0 | 3 | -5 | 1 | -3 | 104
28. O=C(Nc1ccccc1C(=O)Nc1ccccc1C(=O)NCc1ccco1)c1ccco1
  97 | -7 | 0.9 | 5 | 5 | -1 | -3 | -9 | 100
29. CC1=CC(c2ccccc2)n2nc(N3C(=O)c4ccccc4C3=O)nc2N1 (stereo unspecified)
  82 | 0 | 0.0 | 0 | 0 | -4 | 2 | 2 | 102
30. Cc1c(NS(=O)(=O)c2cc(Br)cc3c2N(C(=O)C2CC2)CC3)c(=O)n(-c2ccccc2)n1C
  97 | 6 | 0.8 | 0 | 5 | 3 | 3 | -3 | 100
31. COc1cccc(Nc2nc(NCC3CCCO3)c3ccccc3n2)c1 (stereo unspecified)
  101 | 20 | 3.0 | 0 | 2 | -4 | 1 | 4 | 101
32. COc1ccc(N2CCN(C(=O)CN(Cc3ccc(Cl)cc3)S(C)(=O)=O)CC2)cc1
  102 | -1 | 1.8 | 0 | 4 | -4 | 1 | -1 | 99
33. Cn1c(-c2csc(-c3cccc(C(F)(F)F)c3)n2)n[nH]c1=S
  110 | -4 | 2.4 | 0 | 3 | -17 | -22 | -1 | 93
34. CCc1c(C)nc2ncnn2c1NCc1cccs1
  104 | 19 | 0.1 | 0 | -6 | 0 | 2 | 1 | 105
35. COc1ccc(C2SCC(=O)N2CCc2ccc(OC)c(OC)c2)cc1 (stereo unspecified)
  104 | -38 | -0.1 | 0 | -7 | 6 | -1 | 4 | 107
36. Cc1ccc2nc(SCC(=O)Nc3ccc4sc(C)nc4c3)c(C#N)cc2c1
  97 | 8 | -10 | 4 | -30 | -6 | -3 | -4 | 101
37. CCn1c2ccccc2c2cc(NC(=O)c3cc(OC)cc(OC)c3)ccc21
  104 | 47 | 2.6 | 4 | 3 | -4 | 2 | 5 | 100
38. Cn1c(=O)c2c(nc(Br)n2Cc2nnc(N)s2)n(C)c1=O
  95 | 3 | -0.9 | 4 | 2 | -2 | -3 | -8 | 108
39. COc1ccc(/C=N/OC/C(O)=C(\C#N)c2nc3ccccc3[nH]2)cc1
  99 | -34 | -0.6 | 4 | 0 | 8 | 8 | -6 | 105
40. CCC(=O)NCc1cc(-c2nn(C)c(=O)c3ccccc23)ccc1OC
  97 | 10 | -2.0 | 2 | 9 | 7 | 2 | 1 | 103
41. C/C(=N\NC(=O)c1c(C)nc2ccccn12)c1cccc([N+](=O)[O-])c1
  102 | -1 | -0.6 | 5 | 7 | -3 | -1 | 3 | 105
42. O=C(CSc1ccc2ccccc2n1)N1CCC(c2noc3ccc(F)cc23)CC1
  78 | 3 | 2.8 | 0 | -11 | -1 | 0 | -5 | 92
43. O=C(Nc1ccc2nsnc2c1)N1CCCCCC1
  104 | -20 | -0.5 | 0 | -1 | 8 | 12 | 2 | 99
44. COc1ccccc1/C=C/C(=O)OCC(=O)NC1CCCCCC1
  97 | 9 | / | 1 | 6 | 9 | 2 | / | 96
45. COc1cc2c(C(=O)NCc3ccc(C)o3)cn(CC(C)C)c(=O)c2cc1OC
  98 | 4 | 0.4 | 0 | 3 | 3 | 2 | -1 | 103
46. COc1ccc(C(=O)N2CCCCCC2)cc1OC1CCN(C(C)=O)CC1
  106 | 11 | -1.2 | 0 | 2 | -1 | 0 | 1 | 101
47. CSc1nc2c(C)c(C)c(C)c(C)c2[nH]1
  86 | -2 | 1.8 | 0 | -10 | -2 | 4 | 4 | 88
48. CCCCC(Sc1nc(C)c(Cc2ccccc2)c(=O)[nH]1)C(=O)O (stereo unspecified)
  106 | 4 | 2.5 | 0 | 5 | -4 | 0 | 1 | 100
49. N#Cc1ccc(-c2ccc(OCC(=O)NCCCN3CCCC3=O)cc2)cc1
  83 | -5 | 2.0 | 3 | -1 | 3 | 6 | 2 | 91
50. Cc1cc2c(Nc3ccc(C(=O)O)cc3)ncnc2s1
  99 | 6 | 0.1 | 0 | 2 | 3 | 3 | -6 | 100
51. Nc1nc(Cl)cc(-c2ccccc2)n1
  97 | -11 | -0.4 | 0 | -4 | -6 | 1 | -1 | 88
52. Cc1cc(C)n(-c2ccc(C(=O)Nc3cccnc3Cl)cc2)n1
  103 | 19 | -0.6 | 0 | 8 | 3 | 8 | 0 | 102
53. CC1(c2ccccc2)NC(=O)N(CC(=O)N2CCN(S(=O)(=O)c3cccs3)CC2)C1=O (stereo unspecified)
  108 | 2 | 1.1 | 0 | 2 | -5 | -6 | -3 | 104
54. S=C(NCc1ccco1)Nc1ccc(Oc2ccccc2)cc1
  94 | -10 | 0.7 | 0 | -2 | 14 | 5 | 1 | 113
55. O=C(O)c1ccccc1/C=N/n1c(C2CCCCC2)n[nH]c1=S
  99 | 2 | -1.5 | 0 | 9 | -13 | -11 | 0 | 101
56. CCCc1cc(=O)[nH]c(SCC(=O)NC(=O)OCC)n1
  99 | 8 | -2.2 | 0 | 10 | 10 | 5 | 2 | 101
57. CCC1CCCCN1C(=O)CCNS(=O)(=O)c1ccc2c(c1)oc(=O)n2C (stereo unspecified)
  100 | 14 | -0.5 | 2 | -2 | 5 | 2 | -1 | 96
58. O=C1N/C(=N\N=C\c2cccs2)SC1Cc1ccc(Cl)c(Cl)c1 (stereo unspecified)
  116 | 0 | 0.1 | 1 | -4 | -3 | 5 | -3 | 121
59. Cc1ccc(S(=O)(=O)CCC(=O)Nc2nccs2)cc1
  107 | 1 | / | 0 | 2 | 1 | 1 | 4 | 107
60. Cc1sc2ncn(CC(=O)Nc3cccc(S(N)(=O)=O)c3)c(=O)c2c1-c1ccccc1
  102 | 2 | -1.6 | 0 | 8 | -6 | -8 | -5 | 102

(continued)
Every second line gives: CIT2 TOR yeast | VLA-4 inh | MEX-5 binding | GRK2 inh | GLD-1 TGE inh | MCL1 BIM primary | Bcl-xL primary | Fam108B counter | AGP1 TOR yeast
61. O=C(NCc1ccccc1)C(c1c(F)cccc1Cl)N(C(=O)c1csnn1)C1CC1 (stereo unspecified)
  99 | 3 | 2.0 | 0 | 2 | 11 | 6 | -1 | 97
62. CC(C)CNC(=S)NNC(=O)c1nn(C)cc1Cl
  102 | 21 | -2.2 | 1 | 3 | -10 | -8 | 1 | 111
63. COc1ccc(N2CCN(C3CCCN(C(=O)C4=C(C)OCCO4)C3)CC2)cc1 (stereo unspecified)
  95 | 24 | 0.6 | 0 | / | / | / | / | 93
64. OC(c1cc(C(F)(F)F)nc2c(C(F)(F)F)cccc12)C1CCCCN1 (stereo unspecified)
  71 | 24 | / | 0 | 4 | -6 | -4 | -4 | 73
65. O=C(C1COc2ccccc2O1)N1CCOCC1 (stereo unspecified)
  93 | -5 | -0.2 | 0 | -2 | 0 | -1 | 4 | 96
66. COCCNC(=O)Cn1nc(-c2ccccc2OC)ccc1=O
  106 | -2 | -1.3 | 0 | 2 | -6 | -2 | -1 | 105

No enrichment for hits. Share with any hit: about 2.2%.
